Screening data from PubChem.
CHOP inh = blocks CHOP induction under ER stress. CHO-K1 CHOP-promoter luciferase, tunicamycin-induced, 15-18 h. inhibition, % at 10 µM. 220,000 compounds, 3.8% hits. AID 2732;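 active means compounds that reduced the stress-induced luciferase reporter signal by more than about 70% of percent inhibition, limit read from the data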;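 further: 0% = tunicamycin plus vehicle and 100% = wells without tunicamycin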
EP2 modulator = modulates human prostaglandin E2 receptor EP2 signaling; P43116; EP2-expressing cells, cAMP HTRF FRET, PGE2 co-stimulation; induction, % at 25 µM; 260,000 compounds, 0.83% hits;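 active means compounds whose cAMP rise, as percent of the full-agonist control response, exceeds 60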;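 further: rat C6 glioma line stably carrying human EP2 under a CMV promoter; the protocol text gives 20 µM as final concentration; 100% = response of wells given 1 µM PGE2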
14-3-3 Bad inh = disrupts binding of bovine 14-3-3 zeta to phospho-Bad peptide; P63103; TR-FRET 14-3-3zeta/Dy647-pBad peptide displacement, 1 h; inhibition, % at 21.7 µM; 220,000 compounds, 0.71% hits;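 active means inhibition above about 70%, limit read from the data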;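 further: 0% = full 14-3-3 plus peptide FRET controls and 100% = background without 14-3-3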
Target sequence (P63103 whole entry, looked up): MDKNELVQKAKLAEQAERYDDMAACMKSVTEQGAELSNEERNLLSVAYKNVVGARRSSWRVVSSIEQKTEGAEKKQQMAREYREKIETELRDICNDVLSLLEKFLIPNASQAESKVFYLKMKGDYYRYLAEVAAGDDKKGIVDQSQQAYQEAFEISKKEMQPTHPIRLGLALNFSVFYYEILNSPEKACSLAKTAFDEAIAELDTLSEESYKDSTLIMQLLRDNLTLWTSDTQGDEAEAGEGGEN
NPY1 pot ag = potentiates or activates human NPY-Y1 receptor; 220,000 compounds, 0.37% hits; AID 1304; P25929; NPY-Y1 expressing cells, potentiator/agonist activation; activation, % at 3.6 µM; in the data active means activation above about 33%, passing the limit was not always enough;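 further: cells stimulated with NPY at EC10 then isoproterenol at EC100; 0% = low agonist plus stimulus and 100% = saturating agonist plus stimulus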
TRPML3 agonist = activates the human TRPML3 channel | Q8TDD5 | HEK293 TRPML3-YFP, Fluo-8 calcium fluorescence; 100% = the carbachol control signal | activation, % at 3 µM | 220,000 compounds, 0.29% hits | AID 1448;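 active means activation above its plate's cutoff, the mean activation of the plate's test wells plus 3 SD, cut at about 12% in these data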;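 further: 0% = DMSO only wells and 100% = carbachol wells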
Target sequence (Q8TDD5 whole entry, looked up): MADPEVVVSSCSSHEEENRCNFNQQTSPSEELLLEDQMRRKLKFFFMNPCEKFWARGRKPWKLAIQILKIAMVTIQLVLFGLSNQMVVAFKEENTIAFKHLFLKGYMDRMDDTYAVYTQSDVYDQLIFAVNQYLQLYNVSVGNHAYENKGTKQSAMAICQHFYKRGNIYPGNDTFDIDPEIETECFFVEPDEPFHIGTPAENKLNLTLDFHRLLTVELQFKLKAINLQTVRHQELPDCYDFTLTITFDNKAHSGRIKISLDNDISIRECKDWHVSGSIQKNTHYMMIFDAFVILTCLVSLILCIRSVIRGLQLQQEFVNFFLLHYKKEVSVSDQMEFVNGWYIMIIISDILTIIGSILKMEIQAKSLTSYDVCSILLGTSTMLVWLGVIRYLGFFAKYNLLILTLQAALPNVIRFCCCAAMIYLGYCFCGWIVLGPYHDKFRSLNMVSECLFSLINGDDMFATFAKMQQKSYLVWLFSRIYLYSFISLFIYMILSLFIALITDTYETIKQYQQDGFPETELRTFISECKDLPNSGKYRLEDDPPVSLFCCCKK
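Material: TRPML3-YFP stable HEK293 cells | Dosing: One concentration, 3 µM nominal, 0.3% DMSO | Timing: 125 s total fluorescence read per well | Technique: Fluo-8 calcium dye fluorescence, ex 470-495, em 515-575 nm | Measure: Percent activation from peak-to-basal fluorescence ratio, scaled between DMSO and carbachol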
EP2 antag = blocks the human prostaglandin E2 receptor EP2. AID 1422. P43116. C6 glioma cells expressing human EP2, cAMP TR-FRET; cells stimulated with saturating PGE2. 260,000 compounds, 0.52% hits. inhibition, % at 25 µM;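 active means percent inhibition above 40 after rounding to a whole number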;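 further: rat C6 glioma host cells with rolipram phosphodiesterase inhibitor present; the protocol text gives 20 µM as final concentration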
TRPN1 ag = zebrafish TRPN1 (NompC) channel agonism | HEK293 zebrafish TRPN1-YFP, Fluo-8 calcium fluorescence; 100% = response to 87 µM carbachol | activation, % at 3 µM | 220,000 compounds, 0.18% hits | AID 1424;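 active means activation above its plate's cutoff, the mean activation of test wells on that plate plus 3 SD, cut at about 19% in these data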;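 further: 0% = DMSO alone and 100% = 87 µM carbachol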
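Control set: carbachol 87 µM as high control, DMSO as low control; system: HEK293 stable line with zebrafish TRPN1-YFP; read-out: % activation versus carbachol response; detection: intracellular calcium fluorescence with Fluo-8; doses: single test compound dose, 3 µM nominal, 0.3% DMSO; schedule: dye 1 h 37 °C plus 30 min RT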
NPY Y1 blocker = NPY-Y1 (human) receptor antagonism | P25929 | HEK293-CNG Y1 cells, membrane potential fluorescence; NPY at EC95, then isoproterenol | inhibition, % at 3.6 µM | 200,000 compounds, 1% hits | AID 1040;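 active means inhibition above the campaign mean inhibition of all tested compounds plus 3 SD, cut at about 20% in these data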;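 further: 0% = DMSO wells given NPY plus isoproterenol and 100% = isoproterenol alone without NPY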
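Assay system: HEK293 cells with Y1 receptor plus CNG channel | Probe or stimulus: NPY (25 nM), isoproterenol (1 µM), Ro 20-1724 (25 µM) | Timing: Compound incubation 1 h at room temperature, readout 45 min post-stimulation | Measured by: Membrane-potential fluorescent dye readout | Benchmarks: High control isoproterenol alone, low control NPY with isoproterenol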
PPC-1+TRAIL kill = kills PPC-1 cancer cells in the presence of TRAIL | PPC-1 cells + TRAIL, ATPLite viability luminescence | cell killing (% activity), % at 4 µM | 220,000 compounds, 0.41% hits | AID 1443;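 active means cell killing above 50% in the first pass at 4 µM, then a duplicate retest at 5 µM averaging 50% or more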;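 further: plate controls were cells with TRAIL plus DMSO for no effect and medium-only wells lacking cells for full effect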
Starred values were filed as active, the others as inactive; / = not tested or not shown; & = joins results of further samples; [ ] = another dose, or the depositor's remark.

Every second line gives: CHOP inh	EP2 modulator	14-3-3 Bad inh	NPY1 pot ag	TRPML3 agonist	EP2 antag	TRPN1 ag	NPY Y1 blocker	PPC-1+TRAIL kill
CN(C)S(=O)(=O)c1cccc(C(=O)NCCCn2ccnc2)c1
 : 4	29	-15	6	0.9	4	1.0	0	-3
COc1ccc(-n2c(COc3cccc4cccnc34)nnc2SCC(=O)O)cc1
 : 3	-10	-2	0	1.1	0	1.1	4	18
CC(=O)c1ccc2noc(-c3cccc(C)c3)c2c1
 : 39	17	-16	16	0.3	8	-0.4	-6	8
O=C(O)C1CCC(=O)N(C2CC2)C1c1ccccc1 (configuration not stated)
 : 6	34	-8[fluorescence artefact?]	19	0.3	10	-0.7	-2	13
CCOc1cc(/C=N/O)cc(Br)c1OCC
 : 28	24	-2[fluorescence artefact?]	-19	-0.2	9	-2.1	7	35
O=C(c1ccccn1)N(Cc1ccco1)C1(C(=O)NC2CCCCC2)CCCCC1
 : -21	5	-10[fluorescence artefact?]	2	1.6	8	-1.0	19	7
CCOc1ccccc1OCC(=O)Nc1ccc(S(=O)(=O)Nc2ncccn2)cc1
 : 13	25&-7	-2	16	0.8	5&9	0.8	8	-2
COc1cc(CNn2c(C)n[nH]c2=S)cc(Cl)c1OCc1ccccc1
 : 38	12	6	-24	0.2	13	3.2	-1	34
CNC(=S)N1CCC(NC(=O)C(Cc2ccccc2)NC(C)=O)CC1 (configuration not stated)
 : 3	20&22	-3	-2	1.2	2&13	1.4	-5	4
C#CCn1c(=NC(=O)CN2C(=O)CCC2=O)sc2cccc(C)c21
 : -22	-5	-2	-8	0.3	11	1.3	-5	1
Cc1cc(C)cc(-n2nnc(C(=O)NCc3ccc4c(c3)OCO4)c2N)c1
 : 10	-11	1	-6	-0.9	10	-1.4	0	32
N/C(=N\OC(=O)c1ccco1)c1ccc(Br)cc1
 : -26	8	2	3	0.2	12	0.1	-5	0
O=C(NC(=S)Nc1cccc(Cl)c1N1CCCCC1)c1ccco1
 : 37	48	-14	-36	0.0	2	-0.4	20	30
O=C(Nc1ccccc1)NC1CC2CCC(C1)N2Cc1nnnn1Cc1ccc2c(c1)OCO2 (configuration not stated)
 : 10	2	-9	-26	-0.3	4	-0.1	-5	-13
O=C(NC(CO)(CO)CO)c1coc(=O)c(Br)c1
 : -36	16	-10	1	0.3	5	1.9	-3	5
O=C(N/N=C/c1cccnc1)C12CC3CC(CC(C3)C1)C2
 : -4	-26	-5	1	-0.2	2	3.1	-3	5
Cc1ccc(NC(=O)CSc2nc(CSc3ccc(C)cc3)cc(=O)[nH]2)cc1
 : -5	43	-7	-1	-0.5	4	-0.7	7	18
COc1ccc(OCC(=O)Nc2nnc(-c3ccco3)s2)cc1
 : 28	-3	-18	-20	0.2	24	-0.4	-2	16
Cc1ccc(NC(=S)NC(=O)c2ccccc2)cc1NC(=S)NC(=O)c1ccccc1
 : -4	-36	-15	-3	1.4	38	1.2	/	6
COc1ccc(C(=O)NNC(=O)CSc2ccccc2)cc1
 : 18	5	4	9	0.6	7	0.7	0	-8
Cc1ccc(CSc2nc3ncccc3[nH]2)cc1
 : -18	-1	9	-19	-1.2	16	-2.9	0	49[5 µM]
CC(C)CN(CC(C)C)C(=S)NC1CCCCC1
 : 6	16	-10	5	-0.2	3	-0.3	5	8
CCCCc1nnc(NC(=O)CC(=O)Nc2ccccc2C(=O)O)s1
 : 5	18	7[fluorescence artefact?]	14	0.7	13	0.1	7	21
Cc1cccc(NC(=O)NCc2ccc3c(c2)OCO3)c1C
 : -10	-11	-14	8	1.0	-1	1.6	-2	-17
Cc1cc(C)n2ncc(/C(N)=N/OC(=O)Nc3ccc(Cl)cc3)c2n1
 : -5	-12	0	6	1.8	10	0.4	/	6
Cc1cccc(NC(=O)Nc2cccc(F)c2)n1
 : 48	2	-11[fluorescence artefact?]	8	0.3	19	-0.1	3	6
CC(C)(C)OC(=O)CNC(=O)c1[nH]cnc1C(=O)Nc1ccc(CNC(=O)OC(C)(C)C)cc1
 : 48	-9	-8	/	/	27	/	/	21
Cc1ccc(-c2nc(N)n(C(=O)c3ccco3)n2)cc1
 : 18	12	6	9	0.9	9	-0.8	-5	-6
CC(O)C(NS(=O)(=O)c1ccc(Cl)cc1)C(=O)OCC(=O)N1CCN(c2ccccc2)CC1 (configuration not stated)
 : 19	5	-2	8	0.3	7	1.1	-7	17
CCN(CC)S(=O)(=O)c1cc(NC(=O)Cc2n[nH]c(=O)c3ccccc23)ccc1C
 : 15	-12	-5	10	0.5	10	3.8	/	10
Cc1cc(C)c2c(N)c(C(=O)N/N=C/c3cccs3)sc2n1
 : -16	-1	-5	18	-0.1	8	0.5	/	8
O=c1c2ccccc2ncn1-c1ccc(Cl)cc1
 : 8&2	0&-10	-1&-4	1&-19	0.2&-0.2	13&16	-0.3&-0.6	/	10&24
COCCn1cc(C(=O)N2CCN(C)CC2)c2c3ccccc3n(C)c2c1=O
 : -38	15	11	-7	0.8	4	1.2	0	0
CC(C)(C)NC(=O)/C(=C\c1ccccc1F)NC(=O)c1ccc([N+](=O)[O-])cc1
 : -4	41	-1	2	0.5	7	0.3	2	6
O=S(=O)(c1ccc(F)cc1)N1CCN(CC(O)COCc2cccs2)CC1 (configuration not stated)
 : 6	4	39[fluorescence artefact?]	-2	0.7	9	1.2	2	8
CC1(C)CC(=O)C2=C(C1)OC(N)=C(C#N)C21C(=O)N2CCCc3cccc1c32 (configuration not stated)
 : 41	11	-2	-6	-0.2	11	0.0	-1	25
O=C(NC(=S)Nc1ccc2c(c1)OCCO2)c1ccc(F)cc1Cl
 : -14	-55	5	-17	0.1	8	-0.4	9	10
Cc1cc(-c2cn3ccccc3n2)c(C)n1-c1ccccc1
 : -27	-72	-5	5	-0.3	3	1.3	4	4
CC(C)c1ccc(-c2c(C#N)c(N)nc3c2CCCCC3)cc1
 : 62	3	20[fluorescence artefact?]	-8	0.5	14	-1.1	5	-1
O=C(CSc1nnc(-c2ccncc2)n1CCc1ccccc1)NCc1ccccc1
 : 24	20	-9	0	-0.2	6	0.4	-2	25
Brc1cnc(N2CCOCC2)nc1N1CCCCC1
 : 64	12	5	-15	0.6	3	-0.3	5	9
CC(=O)N1c2c(cc(Br)cc2S(=O)(=O)NCc2cccnc2)CC1C (configuration not stated)
 : -3	2	-10[fluorescence artefact?]	-11	1.2	10	3.5	0	-12
O=C(Nc1ccc(N2CCN(Cc3ccccc3F)CC2)cc1)c1ccccc1[N+](=O)[O-]
 : 36	-34	-2	3	0.9	3	2.6	-1	19
CCC(c1nnnn1CCc1ccccc1)N(Cc1ccco1)Cc1cc2cc(C)cc(C)c2[nH]c1=O (configuration not stated)
 : /	/	/	-21	-0.8	4	0.3	20	8
CSc1cccc(NC(=O)Nc2ccccc2C(N)=O)c1
 : -2	-47	2	4	0.8	14	0.7	/	-14
CC(C)c1ccc(C2CC(=O)N3CN(Cc4ccco4)CSC3=C2C#N)cc1 (configuration not stated)
 : 10	16	-15	0	0.2	10	1.5	-6	-6
CCn1c(=O)cc(OCC(=O)Nc2cccnc2)c2ccccc21
 : -12	-44	-8	-23	-0.7	19	1.1	-2	6
O=C(c1ccccc1)c1cc2c(cc1[N+](=O)[O-])OCCO2
 : -16	-38	3	-9	0.2	12	-1.8	3	7
COc1ccc(-c2nnc(SCC(=O)N3CCCC(C)C3)o2)c(OC)c1 (configuration not stated)
 : 9	38	/	-2	-0.5	12	0.1	7	9
N#C/C(=C\c1ccc(Br)s1)C(=O)N1CCN(c2ccccc2)CC1
 : 12	-3	-4	9	0.9	10	1.1	3	13
COc1cc2c(cc1OC)C(c1ccc(-c3ccc(Cl)cc3Cl)o1)=NCC2
 : 64	-22	-4[fluorescence artefact?]	21	-0.9	/	-1.9	14	15
CC(c1ccccc1)N1C(=O)C2C3CCC(C3)C2C1=O (configuration not stated)
 : 7	24	10[fluorescence artefact?]	2	1.3	11	0.7	-5	5
O=C(O)c1cccnc1SC1CC(=O)N(c2cccc(C(F)(F)F)c2)C1=O (configuration not stated)
 : 36	-2	6	6	0.3	12	0.3	0	16
CN(C)c1ccnc2sc3c(NCC(O)CO)ncnc3c12 (configuration not stated)
 : -6	-44	19	-6	-0.1	4	-1.6	-3	5
Cc1ccc(CN2CCSCC2)c(C)c1
 : 13	14	41	-8	0.6	12	-0.6	0	1
O=C(NN1C(=O)/C(=C/c2cccs2)SC1=S)c1ccncc1
 : -10	-8	-13	-42	0.8	17	1.3	/	8
Cc1cc(O)ccc1NC(=O)CCN1C(=O)c2ccc([N+](=O)[O-])cc2C1=O
 : -8	-27	6	-12	0.8	6	0.2	1	25
CC(C)C[C@H](NC(=O)NC1CCCc2ccccc21)C(=O)O (some centres not stated)
 : 10	2	-7	15	0.7	2	1.4	/	9
COc1ccc(-c2csc(NC(=O)c3ccc(OCC(=O)N4CCOCC4)c(OC)c3)n2)cc1OC
 : 13	-28	-14[fluorescence artefact?]	-7	2.6	12	7.0	0	10
CCC(=O)Nc1cccc(Oc2nc(C)cc(C)c2C#N)c1
 : 35	-2	3	-7	0.0	12	0.5	-1	10

Continuation.
Every second line gives: CHOP inh	EP2 modulator	14-3-3 Bad inh	NPY1 pot ag	TRPML3 agonist	EP2 antag	TRPN1 ag	NPY Y1 blocker	PPC-1+TRAIL kill
CCOc1ccc(-n2c(SCC(=O)Nc3cc(C)on3)nc3c([nH]c4ccccc43)c2=O)cc1
 : 23	9	11[fluorescence artefact?]	-9	-0.2	14	-0.5	4	36
O=C1/C(=C\c2ccncc2)SC(=S)N1C1CCCCC1
 : 50	11	-7	17	0.5	5	-0.4	3	6
CC(C)c1ccc(CNc2cc(N3CCCC3)ccc2[N+](=O)[O-])cc1
 : 41	21	-12	3	0.6	11	-0.1	12	5
COc1ccc([N+](=O)[O-])cc1NC(=O)C(C)N1CCN(C(=O)c2ccco2)CC1 (configuration not stated)
 : 31	4	-14	-7	1.6	6	0.9	0	19
CCCn1c(N)c(C(=S)NC(=O)C2CC2)c(=O)n(C)c1=O
 : -21	10	10	-22	-0.3	11	0.5	2	9
CC(C)C1Cc2c(sc3c2c(=O)n(Cc2ccccc2)c2nncn32)CO1 (configuration not stated)
 : 49	20	-17	14	0.1	12	0.9	2	10

A portion of the library; rates above refer to the full screens.
